NPR1 activator: GC-A (human) enzyme activation. P16066. HEK293 GC-A cells, cGMP TR-FRET, EC30 ANP; 0% at EC30 ANP, 100% saturating ANP. activation, % at 10 µM. 0.14% of 370,000 active. AID 1671463; in the data active means activation above about 40%
Target sequence (P16066 whole entry, looked up): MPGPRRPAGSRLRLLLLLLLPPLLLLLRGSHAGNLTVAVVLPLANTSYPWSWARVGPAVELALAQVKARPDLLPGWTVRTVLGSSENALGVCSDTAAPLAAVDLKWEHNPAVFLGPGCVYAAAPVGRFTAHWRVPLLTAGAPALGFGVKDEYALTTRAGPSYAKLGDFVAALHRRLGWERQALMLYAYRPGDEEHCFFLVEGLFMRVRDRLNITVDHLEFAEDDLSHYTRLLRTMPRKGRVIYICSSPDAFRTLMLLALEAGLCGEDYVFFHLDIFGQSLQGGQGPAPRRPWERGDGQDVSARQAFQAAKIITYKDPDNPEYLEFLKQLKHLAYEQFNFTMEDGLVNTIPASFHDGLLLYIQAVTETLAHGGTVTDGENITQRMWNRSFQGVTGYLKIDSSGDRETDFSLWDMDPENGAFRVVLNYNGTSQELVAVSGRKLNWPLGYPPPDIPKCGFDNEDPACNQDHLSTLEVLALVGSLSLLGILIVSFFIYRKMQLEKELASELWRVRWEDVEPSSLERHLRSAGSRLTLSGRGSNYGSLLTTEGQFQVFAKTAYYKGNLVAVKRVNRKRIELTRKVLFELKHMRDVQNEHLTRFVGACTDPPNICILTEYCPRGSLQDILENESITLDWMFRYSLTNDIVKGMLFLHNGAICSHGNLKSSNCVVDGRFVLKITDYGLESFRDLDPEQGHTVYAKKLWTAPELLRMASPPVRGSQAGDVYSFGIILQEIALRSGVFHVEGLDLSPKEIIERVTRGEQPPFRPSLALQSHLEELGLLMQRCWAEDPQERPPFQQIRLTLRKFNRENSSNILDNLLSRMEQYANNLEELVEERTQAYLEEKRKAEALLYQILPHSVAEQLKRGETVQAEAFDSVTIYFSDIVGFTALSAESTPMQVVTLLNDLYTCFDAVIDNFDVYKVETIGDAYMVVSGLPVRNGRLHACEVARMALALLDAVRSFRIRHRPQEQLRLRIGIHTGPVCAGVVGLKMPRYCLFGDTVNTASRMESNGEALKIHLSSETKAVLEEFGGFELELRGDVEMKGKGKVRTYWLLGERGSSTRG
NPR2 activator: GC-B (human) receptor activation | P20594 | HEK293-GC-B cells, CNP EC30, cGMP TR-FRET; 0% at EC30 CNP, 100% saturating CNP | activation, % at 10 µM | 0.11% of 370,000 active;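 active means activation at 10 µM reaching about 35% in either raw or pattern-adjusted values, limit read from the data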
HGIII-sPLA2 inh: Blocks human group III sPLA2 activity | Q9NZ20 | QFRET BODIPY PC-A2 liposome hydrolysis, fluorescence | inhibition, % at 12.2 µM | 0.56% of 370,000 active | AID 743126;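 active means inhibition above mean plus 3 SD of compounds lying within the high and low control bounds, cut at about 19% in these data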;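 further: 0% = median of test compound wells and 100% = no enzyme DMSO wells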
KLK7 zymogen act: proKLK7 (human) activation, primary screen; P49862; purified proKLK7, EDANS-DABCYL substrate fluorescence; 100% is mature enzyme control, 0% vehicle; activation, % at 7 µM; 0.9% of 370,000 active; AID 652039;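 active means activation above the mean of all tested compounds plus 3 SD, computed per campaign excluding outliers beyond control limits, cut at about 13% in these data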
Tn6 DDE FP: disrupts Tn6 cyclic peptide binding to fibrin D-Dimer-E complex. P02675. Fibrin DD(E) TRITC-Tn6 fluorescence polarization displacement. inhibition, % at 8.3 µM. 0.21% of 370,000 active;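 active means inhibition above a per-campaign cutoff: mean of compounds within control limits plus 3 SD, cut at about 15% in these data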;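 further: 0% = median of all compound wells on the plate and 100% = blocking peptide control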
FXN GAA850 act: activators of GAA850 frataxin (FXN) promoter; HEK293 lucGAA850 FXN promoter luciferase reporter, 24 h; percent of 10 µM SAHA response; activation, % at 6 µM; 0.56% of 360,000 active; AID 540364;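 active means activation above the average of all compounds screened plus 3 SD, cutoff fixed separately per campaign, cut at about 7.5% in these data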;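 further: 0% = DMSO wells and 100% = 10 µM SAHA wells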
ARFGAP1 inhibitor: inhibits rat ARF GTPase activating protein 1. AID 651572. 0.26% of 360,000 active. inhibition, % at 16.5 µM. Q62848. Arfgap1-stimulated ARF1 GTP hydrolysis, GDP FP detection;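 active means inhibition above a per-plate limit, mean inhibition of low control wells plus 3 SD, cut at about 25% in these data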;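 further: 0% = DMSO wells with enzyme and 100% = wells lacking Arfgap1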
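Material: rat Arfgap1 catalytic domain, aa 1-136; also added: human ARF1(Δ1-17)-GTP substrate; compound dosing: one concentration, 16.5 µM, DMSO 1.26%; incubation: GTP hydrolysis reaction 2 h at 25 °C; measured by: Tracer-displacement fluorescence polarization with EDTA stop, 620/688 nm; evaluation: % inhibition from polarization; repeats: one replicate per compound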
ADAM10 inh: ADAM10 inhibition, QFRET primary screen | O14672 | recombinant ADAM10, EDANS/DABCYL FRET peptide cleavage, 3 h | inhibition, % at 7 µM | 0.62% of 370,000 active | AID 720582;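 active means inhibition above a per-campaign cutoff equal to the mean of compounds falling between control-based bounds plus 3 SD, cut at about 20% in these data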;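 further: 0% = DMSO wells while the 100% control is not disclosed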
ASAP1 GAP inh: inhibitors of human ASAP1 ArfGAP activity; 0.19% of 360,000 active; Q9ULH1; ASAP1-stimulated ARF1 GTP hydrolysis, GDP FP detection; inhibition, % at 16.5 µM; in the data active means inhibition above about 25%;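 further: 0% = vehicle with enzyme and substrate and 100% = no enzyme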
rCAG binder: molecules binding r(CAG) RNA repeats; AID 651821; inhibition, % at 3 µM; 1.3% of 370,000 active; r(CAG) RNA repeat, TO-PRO-1 dye displacement fluorescence;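 active means inhibition above the plate cutoff, the mean of all test compounds on that plate plus 3 SD, cut at about 35% in these data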;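 further: 0% = DMSO alone and 100% = 100 µM mitoxantrone as full dye displacement; higher means more dye released from RNA so lower well fluorescence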
Active calls of the source: *.

How did CC[n+]1c(-c2ccccc2)csc1Nc1c(C)n(C)n(-c2ccccc2)c1=O do in these assays?
NPR1 activator: 0; NPR2 activator: -2; HGIII-sPLA2 inh: 12; KLK7 zymogen act: -0.1; Tn6 DDE FP: -5; FXN GAA850 act: 1.4; ARFGAP1 inhibitor: -4; ADAM10 inh: -5; ASAP1 GAP inh: 7; rCAG binder: -10

What do the screens show for `O=C(Nc1ccc(S(=O)(=O)N2CCOCC2)cc1)c1cccc(Br)c1`?
NPR1 activator: -1; NPR2 activator: -6; HGIII-sPLA2 inh: -9; KLK7 zymogen act: -0.4; Tn6 DDE FP: -1; FXN GAA850 act: 1.9; ARFGAP1 inhibitor: -1; ADAM10 inh: 8; ASAP1 GAP inh: 6; rCAG binder: 3

What do the screens show for `COC(=O)c1cc(Cl)c(NS(=O)(=O)c2ccccc2)cc1OC`?
NPR1 activator: 0; NPR2 activator: 4; HGIII-sPLA2 inh: -5; KLK7 zymogen act: -0.8; Tn6 DDE FP: 0; FXN GAA850 act: -0.8; ARFGAP1 inhibitor: -22; ADAM10 inh: -12; ASAP1 GAP inh: 4; rCAG binder: 10

What do the screens show for `Cn1c(CNC(=O)C(Cc2ccccc2)NC(=O)c2ccccc2F)cc(=O)n(C)c1=O` (stereo not given)?
NPR1 activator: -1; NPR2 activator: 3; HGIII-sPLA2 inh: 3; KLK7 zymogen act: 1.1; Tn6 DDE FP: 9; FXN GAA850 act: 1.7; ARFGAP1 inhibitor: 7; ADAM10 inh: 3; ASAP1 GAP inh: -4; rCAG binder: -1

Results for CN1CCN(CC(=O)NC(=O)NC2CCCCC2)CC1 ?
NPR1 activator: 1; NPR2 activator: -1; HGIII-sPLA2 inh: 4; KLK7 zymogen act: 0.0; Tn6 DDE FP: 6; FXN GAA850 act: 0.7; ARFGAP1 inhibitor: 2; ADAM10 inh: 1; ASAP1 GAP inh: 2; rCAG binder: 1

Results for CCOC(=O)NC(=O)c1cn(Nc2ccccc2)c(=O)[nH]c1=O ?
NPR1 activator: -4; NPR2 activator: -3; HGIII-sPLA2 inh: 1; KLK7 zymogen act: 0.3; Tn6 DDE FP: 2; FXN GAA850 act: -0.6; ARFGAP1 inhibitor: -3; ADAM10 inh: 12; ASAP1 GAP inh: 4; rCAG binder: 2

What do the screens show for `O=C(c1ccc(S(=O)(=O)Nc2ccccc2Cl)cc1)N1CCCC1`?
NPR1 activator: 1; NPR2 activator: 8; HGIII-sPLA2 inh: 1; KLK7 zymogen act: 0.0; Tn6 DDE FP: 4; FXN GAA850 act: -1.0; ARFGAP1 inhibitor: -3; ADAM10 inh: -2; ASAP1 GAP inh: -1; rCAG binder: 7

How did Cc1cc(C)c(NS(=O)(=O)c2ccc(NC(=O)/C=C/C(=O)O)cc2)c(C)c1 do in these assays?
NPR1 activator: 5; NPR2 activator: 4; HGIII-sPLA2 inh: 0; KLK7 zymogen act: 0.1; Tn6 DDE FP: 5; ARFGAP1 inhibitor: 10; ADAM10 inh: -6; ASAP1 GAP inh: 4; rCAG binder: 4

How did CC1CCN(C(=O)CSC2=NS(=O)(=O)c3cc(F)ccc3N2)CC1 do in these assays?
NPR1 activator: 5; NPR2 activator: 4; HGIII-sPLA2 inh: 8; KLK7 zymogen act: 0.5; Tn6 DDE FP: 1; FXN GAA850 act: 1.3; ARFGAP1 inhibitor: 4; ADAM10 inh: 8; ASAP1 GAP inh: 0; rCAG binder: 8

What do the screens show for `O=C(C1CCCCC1)N1C[C@@H](n2cc(-c3ccc(F)cc3)nn2)[C@H](O)C[C@@H]1c1ccc(Cl)cc1`?
NPR1 activator: -4; NPR2 activator: -6; HGIII-sPLA2 inh: -12; KLK7 zymogen act: 0.3; Tn6 DDE FP: -1; FXN GAA850 act: -2.4; ARFGAP1 inhibitor: -3; ADAM10 inh: 11; ASAP1 GAP inh: -2; rCAG binder: 4

How did Cc1nc2ccccc2nc1Nc1cccc(Cl)c1 do in these assays?
NPR1 activator: 14; NPR2 activator: 11; HGIII-sPLA2 inh: -10; KLK7 zymogen act: -0.3; Tn6 DDE FP: 0; FXN GAA850 act: 1.4; ARFGAP1 inhibitor: 6; ADAM10 inh: -12; ASAP1 GAP inh: 7; rCAG binder: 15

How did Cc1ccc(S(=O)(=O)CCc2nc3ccccc3[nH]2)cc1C do in these assays?
NPR1 activator: -3; NPR2 activator: 4; HGIII-sPLA2 inh: -6; KLK7 zymogen act: 0.1; Tn6 DDE FP: 3; FXN GAA850 act: 0.3; ARFGAP1 inhibitor: 3; ADAM10 inh: 2; ASAP1 GAP inh: 8; rCAG binder: -3

Results for Clc1ccccc1CN1CCN(c2ncccn2)CC1 ?
NPR1 activator: -1; NPR2 activator: 6; HGIII-sPLA2 inh: 5; KLK7 zymogen act: -0.2; Tn6 DDE FP: 2; FXN GAA850 act: -0.9; ARFGAP1 inhibitor: 8; ADAM10 inh: 8; ASAP1 GAP inh: -17; rCAG binder: -5

Results for Oc1ccc(N=Nc2ccccc2)o1 ?
NPR1 activator: 9; NPR2 activator: 6; HGIII-sPLA2 inh: 0; KLK7 zymogen act: -0.6; Tn6 DDE FP: 2; FXN GAA850 act: -0.3; ARFGAP1 inhibitor: -2; ADAM10 inh: 14; ASAP1 GAP inh: 3; rCAG binder: 5

Results for CC(C)(C)NC(=O)C1CCN(C(=O)c2ccc(-c3ccccc3)cc2)CC1 ?
NPR1 activator: 2; NPR2 activator: -1; HGIII-sPLA2 inh: -1; KLK7 zymogen act: 0.1; Tn6 DDE FP: 1; FXN GAA850 act: -5.2; ARFGAP1 inhibitor: 10; ADAM10 inh: 2; ASAP1 GAP inh: -2; rCAG binder: -7

How did COCCn1c(-c2ccc3ccccc3c2)nc2c1c(=O)[nH]c(=O)n2CC(C)C do in these assays?
NPR1 activator: 3; NPR2 activator: 1; HGIII-sPLA2 inh: 0; KLK7 zymogen act: -2.2; Tn6 DDE FP: 3; FXN GAA850 act: -0.9; ARFGAP1 inhibitor: -9; ADAM10 inh: -70; ASAP1 GAP inh: -3; rCAG binder: 1

Results for Cc1[nH]c(=O)c(C#N)c(C)c1CCC(=O)NCc1ccc(Cl)cc1 ?
NPR1 activator: 4; NPR2 activator: 2; HGIII-sPLA2 inh: -1; KLK7 zymogen act: -0.6; Tn6 DDE FP: -6; FXN GAA850 act: 4.7; ARFGAP1 inhibitor: 7; ADAM10 inh: -10; ASAP1 GAP inh: 11; rCAG binder: -3

What do the screens show for `Cc1cc(C)n(Cc2ccc(Cl)c(Cl)c2)c(=O)c1S(=O)(=O)c1ccccc1`?
NPR1 activator: -6; NPR2 activator: 2; HGIII-sPLA2 inh: -1; KLK7 zymogen act: 0.1; Tn6 DDE FP: -6; FXN GAA850 act: -0.8; ARFGAP1 inhibitor: -9; ADAM10 inh: 0; ASAP1 GAP inh: 12; rCAG binder: -1

How did CCOC(=O)c1c(C)[nH]c(C(=O)OCC(=O)N(CC(C)C)C2CCS(=O)(=O)C2)c1C (stereo not given) do in these assays?
NPR1 activator: 0; NPR2 activator: 3; HGIII-sPLA2 inh: -1; KLK7 zymogen act: 0.6; Tn6 DDE FP: 1; FXN GAA850 act: 1.0; ARFGAP1 inhibitor: 6; ADAM10 inh: -6; ASAP1 GAP inh: 0; rCAG binder: -2

Results for Cc1ccccc1OCCC(=O)OCC(=O)Nc1ccc(N2CCOCC2)cc1 ?
NPR1 activator: 2; NPR2 activator: -2; HGIII-sPLA2 inh: 6; KLK7 zymogen act: 0.6; Tn6 DDE FP: -2; FXN GAA850 act: 0.0; ARFGAP1 inhibitor: -3; ADAM10 inh: -6; ASAP1 GAP inh: -4; rCAG binder: -7

How did COc1ccc(-c2cc(-c3c(O)c(OC)c4occc4c3OC)[nH]n2)cc1 do in these assays?
NPR1 activator: -6; NPR2 activator: -10; HGIII-sPLA2 inh: -15; KLK7 zymogen act: -0.3; Tn6 DDE FP: 1; FXN GAA850 act: -0.5; ARFGAP1 inhibitor: 4; ADAM10 inh: 10; ASAP1 GAP inh: 9; rCAG binder: 16

What do the screens show for `Cc1c(-c2ccccc2)[n+](=O)c2c(n1[O-])CCCCC2`?
NPR1 activator: 1; NPR2 activator: 4; HGIII-sPLA2 inh: -2; KLK7 zymogen act: -0.3; Tn6 DDE FP: 4; FXN GAA850 act: 1.3; ARFGAP1 inhibitor: 10; ADAM10 inh: -2; ASAP1 GAP inh: -5; rCAG binder: 0

Results for CCCc1nc2ccc(C)cn2c1Cc1cccc(Cl)c1 ?
NPR1 activator: -6; NPR2 activator: -10; HGIII-sPLA2 inh: -6; KLK7 zymogen act: -0.6; Tn6 DDE FP: -3; ARFGAP1 inhibitor: -3; ADAM10 inh: -65; ASAP1 GAP inh: 0; rCAG binder: 3

What do the screens show for `CCC(C)[C@H](NC(=O)C1CC(=O)N(c2ccc3c(c2)OCCO3)C1)C(=O)NC1CCCC1` (stereo not given in full)?
NPR1 activator: -2; NPR2 activator: 0; HGIII-sPLA2 inh: 3; KLK7 zymogen act: 0.7; Tn6 DDE FP: -1; FXN GAA850 act: -2.4; ARFGAP1 inhibitor: -3; ADAM10 inh: -4; ASAP1 GAP inh: -7; rCAG binder: -3

Results for COC(=O)C1=C(C)N(C)C(=O)NC1c1ccc(O)c(OC)c1 (stereo not given) ?
NPR1 activator: -1; NPR2 activator: 0; HGIII-sPLA2 inh: 8; KLK7 zymogen act: 0.5; Tn6 DDE FP: 2; FXN GAA850 act: -0.8; ARFGAP1 inhibitor: 6; ADAM10 inh: -6; ASAP1 GAP inh: -12; rCAG binder: 2

What do the screens show for `CC(=O)NCCOc1nc(N(C)C)nc(N(C)C)n1`?
NPR1 activator: -1; NPR2 activator: 0; HGIII-sPLA2 inh: 1; KLK7 zymogen act: -0.1; Tn6 DDE FP: 6; FXN GAA850 act: -2.3; ARFGAP1 inhibitor: -8; ADAM10 inh: -2; ASAP1 GAP inh: 4; rCAG binder: -2

How did Cc1ccc(S(=O)(=O)N2CCN(C(=O)COC(=O)c3cccnc3Cl)CC2)c(C)c1 do in these assays?
NPR1 activator: 2; NPR2 activator: -2; HGIII-sPLA2 inh: 6; KLK7 zymogen act: -0.1; Tn6 DDE FP: 2; FXN GAA850 act: -1.5; ARFGAP1 inhibitor: -18; ADAM10 inh: -4; ASAP1 GAP inh: -5; rCAG binder: -1

How did CN(CC(=O)Nc1ccccc1Br)C(=O)c1cccnc1Nc1cccc(C(F)(F)F)c1 do in these assays?
NPR1 activator: -1; NPR2 activator: -7; HGIII-sPLA2 inh: -14; KLK7 zymogen act: 0.1; Tn6 DDE FP: 1; FXN GAA850 act: 1.9; ARFGAP1 inhibitor: 12; ADAM10 inh: 15; ASAP1 GAP inh: 8; rCAG binder: 16

How did Cn1c(=S)[nH]c2scc(-c3cccs3)c2c1=O do in these assays?
NPR1 activator: 2; NPR2 activator: -7; HGIII-sPLA2 inh: 11; KLK7 zymogen act: 0.2; Tn6 DDE FP: 4; FXN GAA850 act: 1.9; ARFGAP1 inhibitor: 11; ADAM10 inh: 18; ASAP1 GAP inh: -12; rCAG binder: 6

Screening data: PubChem, several laboratories
